Source: PubChem BioAssay (Broad Institute)
KDM4C inh: blocks human GASC-1 (KDM4C) demethylase activity; Q9H3R0; GST-KDM4C 2-372, H3K9me3 peptide, LANCE TR-FRET; 0.15% of 96,000 active; inhibition, % at 12.5 µM; AID 720574;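 active = mean replicate inhibition above about 25%, with at least 55% of replicates also reaching it, limit read from the data, passing the limit was not always enough; inconclusive = only one of those two conditions met; inactive = neither condition met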
Target sequence (Q9H3R0 2-372 limits assumed): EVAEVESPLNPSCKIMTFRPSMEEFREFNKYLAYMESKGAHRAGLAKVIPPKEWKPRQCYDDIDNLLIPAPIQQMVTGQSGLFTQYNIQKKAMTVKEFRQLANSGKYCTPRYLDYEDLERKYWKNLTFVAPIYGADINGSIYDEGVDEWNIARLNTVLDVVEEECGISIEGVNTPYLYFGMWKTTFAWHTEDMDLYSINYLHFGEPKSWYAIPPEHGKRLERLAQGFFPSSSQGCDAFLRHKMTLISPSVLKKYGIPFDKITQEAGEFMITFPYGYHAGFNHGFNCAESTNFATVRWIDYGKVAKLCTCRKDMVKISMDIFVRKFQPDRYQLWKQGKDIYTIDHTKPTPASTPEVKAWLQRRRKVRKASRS
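Test system – GST-tagged GASC-1 (JMJD2C) catalytic fragment, aa 2-372 · Medium – HEPES buffer, pH 7.5, plus ascorbate · Reagent – H3K9me3 peptide with Fe(II)/2OG · Compound – one test concentration per compound · Timing – 30 min reaction, 60 min detection, RT · Technique – TR-FRET with Eu antibody and ULight streptavidin, EDTA stop · Read-out basis – inhibition from TR-FRET ratio decrease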
Pf Dd2 inh: inhibitors of Plasmodium falciparum Dd2 growth. activity change, % at 10 µM. AID 1159554. P. falciparum Dd2 growth, SYBR Green, 72 h; active compounds read low. 2.3% of 94,000 active; in the data active = activity change below about -80%; inconclusive = no clear call, values can overlap the other calls
Tcruzi prolif: blocks T. cruzi growth in NIH3T3 culture; AID 624255; inhibition, % at 8.34 µM; 5.9% of 77,000 active; T. cruzi beta-gal in NIH3T3, GalScreen luminescence, 90 h;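 active = mean inhibition above about 93%, with at least 55% of replicates each passing it, limit read from the data, passing the limit was not always enough; inconclusive = only one of those two conditions holds; inactive = neither condition holds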
C diff growth: C. difficile growth inhibition | Clostridium difficile clinical isolate growth, OD600, 24 h; active compounds read low | growth activity, negative = inhibition, % at 16 µg/mL (by protocol) | AID 1259249 | 0.25% of 86,000 active;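 active = mean growth activity at or below -80% and every replicate also at or below -80%; inconclusive = mean at or below -80% but some replicate above -80%; inactive = mean growth activity above -80%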;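 also: 0% = DMSO wells and -100% = levofloxacin 16 µg/mL wells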
Active calls of the source: *; ? = inconclusive; . = not tested or not shown; & = joins results of further samples.

[1] COc1ccccc1-c1ccc([C@H]2[C@@H](CO)N3CCCCN(C(=O)NC4CCCC4)C[C@H]23)cc1
[2] C[C@@H]1CN([C@@H](C)CO)C(=O)CCCn2nncc2CO[C@@H]1CN(C)Cc1ccc(Cl)c(Cl)c1
[3] C[C@H]1CN([C@@H](C)CO)C(=O)c2cc(NC(=O)CCN3CCOCC3)ccc2O[C@H]1CN(C)S(=O)(=O)c1cn(C)cn1
[4] Cc1noc(C)c1NC(=O)N(C)C[C@H]1OCCCC[C@@H](C)Oc2ccc(NS(=O)(=O)c3ccc(Cl)cc3)cc2C(=O)N([C@@H](C)CO)C[C@@H]1C
[5] C[C@H]1CN([C@@H](C)CO)S(=O)(=O)c2ccc(-c3cccc(F)c3)cc2O[C@@H]1CN(C)C(=O)c1cccc(F)c1
[6] COCC(=O)Nc1ccc2c(c1)C(=O)N(C)[C@H]1CC[C@@H](CC(=O)Nc3ccccc3)O[C@@H]1CO2
[7] CS(=O)(=O)N1CC(=O)N2[C@H](C1)[C@@H](c1ccc(Br)cc1)[C@@H]2CO
[8] C[C@@H]1CCCCO[C@@H](CN(C)C(=O)Nc2cccc3ccccc23)[C@H](C)CN([C@@H](C)CO)C(=O)c2cc(NC(=O)Nc3cccc4ccccc34)ccc2O1

screen / no.,1,2,3,4,5,6,7,8
KDM4C inh,-1.8,0.6,0.9,-0.1,-1.7,4.5,0.8,-0.7
Pf Dd2 inh,-8,-27,49,-24,-54,-25,1,-12
Tcruzi prolif,78,11,94,-29,83,59,.,.
C diff growth,-10,.,-4,-2,8,0,-3,6

[9] C[C@@H]1CN([C@H](C)CO)C(=O)c2cc(NC(=O)Cn3cnnn3)ccc2O[C@@H]1CN(C)Cc1ccc(C(F)(F)F)cc1
[10] Cc1ccc(OC(=O)N(C)C[C@@H]2OCc3cn(nn3)CCCC(=O)N([C@@H](C)CO)C[C@@H]2C)cc1
[11] C[C@@H]1CN([C@@H](C)CO)C(=O)c2cc(C3=CCCC3)cnc2O[C@@H]1CN(C)C(=O)c1ccccc1
[12] CCCNC(=O)Nc1ccc2c(c1)C(=O)N(C)C[C@@H](OC)[C@H](C)CN(C(=O)C1CCC1)[C@H](C)CO2
[13] CCC(=O)N(C)C[C@@H]1Oc2cc(C3=CCCCC3)ccc2S(=O)(=O)N([C@@H](C)CO)C[C@H]1C
[14] Cc1noc(C)c1NC(=O)N(C)C[C@H]1OCCCC[C@@H](C)Oc2ccc(NC(=O)c3ccncc3)cc2C(=O)N([C@@H](C)CO)C[C@@H]1C
[15] O=C(Cc1ccccn1)NCC[C@@H]1CC[C@@H](NC(=O)Nc2ccccc2)[C@H](CO)O1
[16] CO[C@H]1CN(C)C(=O)c2ccc(NC(=O)Cc3ccccc3)cc2OC[C@@H](C)N(C(C)=O)C[C@@H]1C

screen / no.,9,10,11,12,13,14,15,16
KDM4C inh,-0.9,-0.1,0.6,-1.3,0.6,-15,1.3,-0.9
Pf Dd2 inh,-3,2,-47,.,-26,23,6,30
Tcruzi prolif,26,33,47,33,35,27,-18,-19
C diff growth,-2,3,7,.,.,1,-3,.

[17] CN1CCN(C(=O)C[C@H]2C[C@H]3c4cc(NC(=O)C5CCC5)ccc4O[C@H]3[C@@H](CO)O2)CC1
[18] CCCNC(=O)N[C@@H]1CC[C@H](CCn2cc(C3CC3)nn2)O[C@H]1CO
[19] COc1ccc(C#Cc2cnc3c(c2)C(=O)N([C@H](C)CO)C[C@H](C)[C@H](CN(C)C(=O)Nc2ccccc2)O3)cc1OC
[20] CO[C@H]1CN(C)C(=O)c2ccc(NS(=O)(=O)C3CCCCC3)cc2OC[C@@H](C)NC[C@H]1C
[21] CCC(=O)Nc1ccc2c(c1)C(=O)N(C)C[C@H](OC)[C@@H](C)CN(C(=O)NC(C)C)[C@@H](C)CO2
[22] C[C@@H]1CN([C@@H](C)CO)C(=O)c2cc(-c3ccccc3)cnc2O[C@@H]1CN(C)C(=O)c1ccccn1
[23] C[C@H](NC(=O)C[C@@H]1C=C[C@@H](NC(=O)c2cccnc2)[C@H](CO)O1)c1ccccc1
[24] CCC(=O)Nc1ccc2c(c1)C(=O)N(C)[C@@H]1CC[C@H](CC(=O)N3CCCCC3)O[C@H]1CO2

screen / no.,17,18,19,20,21,22,23,24
KDM4C inh,-1.9,-0.2,-3.2,6.3,0.9,-0.7,-1.2,1.6
Pf Dd2 inh,35,-1,-54,11,25,-9,16,-1
Tcruzi prolif,-16,.,73,-31,-32,66,10,0
C diff growth,0,1,1,.,-3,-1,-3,-5

[25] N#C[C@H]1[C@@H](c2ccccc2)[C@H](CO)N1S(=O)(=O)c1ccc(F)cc1
[26] C[C@H](CO)N1C[C@H](C)[C@@H](CN(C)Cc2ccc(Oc3ccccc3)cc2)OCc2ccccc2-c2ccccc2C1=O
[27] CC(C)NC(=O)Nc1ccc2c(c1)C(=O)N([C@@H](C)CO)C[C@H](C)[C@@H](CN(C)C)O2
[28] COCC(=O)N(C)C[C@H]1Oc2cc(-c3ccc(F)cc3)ccc2S(=O)(=O)N([C@H](C)CO)C[C@H]1C
[29] CC(C)C(=O)Nc1ccc2c(c1)C(=O)N(C)[C@@H]1CC[C@H](CC(=O)Nc3ccccc3)O[C@@H]1CO2
[30] COc1ccc(S(=O)(=O)Nc2ccc3c(c2)OC[C@@H](C)N(Cc2cc(F)ccc2F)C[C@@H](C)[C@H](OC)CN(C)C3=O)cc1
[31] O=C(C[C@@H]1C[C@@H]2c3cc(NC(=O)Nc4ccccc4F)ccc3O[C@@H]2[C@@H](CO)O1)NCc1ccc(Oc2ccccc2)cc1
[32] CCN(C[C@@H]1[C@@H](c2ccccc2)[C@@H](CO)N1S(C)(=O)=O)C(=O)C1CC1

screen / no.,25,26,27,28,29,30,31,32
KDM4C inh,0.9,1.2,-0.1,-1.2,0.8,0.4,1.5,-0.9
Pf Dd2 inh,13,-79,2,39,-9,-39,-71,11
Tcruzi prolif,43,.,-18,18,-14,122*,15,45
C diff growth,-2,37,2,-5,-2,.,2,-4

[33] CN(C)c1ccc2c(c1)[C@@H]1C[C@@H](CC(=O)NCc3ccc(Cl)cc3)O[C@H](CO)[C@@H]1O2
[34] C[C@@H]1CCCCO[C@H](CN(C)CC2CCCCC2)[C@H](C)CN([C@H](C)CO)C(=O)c2cc(NC(=O)Nc3ccc4c(c3)OCO4)ccc2O1
[35] CO[C@@H]1CN(C)C(=O)c2cc(NC(=O)C3CC3)ccc2OC[C@H](C)N(Cc2cccc(F)c2)C[C@@H]1C
[36] C[C@@H]1CN([C@@H](C)CO)C(=O)c2cc(NS(=O)(=O)c3ccc(Cl)cc3)ccc2O[C@@H]1CN(C)C(=O)Nc1ccc(F)cc1
[37] COCC(=O)N1[C@@H](CO)[C@@H]2c3ccccc3N(C(=O)Nc3cc(F)ccc3F)C[C@@H]21
[38] C[C@@H]1CCCCO[C@H](CN(C)C(=O)Nc2ccccc2)[C@@H](C)CN([C@@H](C)CO)C(=O)c2cc(NS(=O)(=O)c3cccs3)ccc2O1
[39] Cc1ccc(-c2cnc3c(c2)C(=O)N([C@H](C)CO)C[C@@H](C)[C@H](CN(C)C(=O)Cc2cccnc2)O3)cc1
[40] O=C(C[C@@H]1CC[C@@H]2[C@H](COC[C@H](O)CN2S(=O)(=O)c2cccc(F)c2)O1)NC1CCC1

screen / no.,33,34,35,36,37,38,39,40
KDM4C inh,?,-1.1,0.5,-4.1,1.5,0.5,0.6,-0.1
Pf Dd2 inh,-28,-79,-43,8,9,.,7,9
Tcruzi prolif,72,60,-3,26,-7,41,-55,83
C diff growth,-2,-20,.,9,8,-9,0,2&-4

Given in markdown: part of the list above.
| # | SMILES | KDM4C inh | Pf Dd2 inh | Tcruzi prolif | C diff growth |
| --- | --- | --- | --- | --- | --- |
| 10 | Cc1ccc(OC(=O)N(C)C[C@@H]2OCc3cn(nn3)CCCC(=O)N([C@@H](C)CO)C[C@@H]2C)cc1 | -0.1 | 2 | 33 | 3 |
| 11 | C[C@@H]1CN([C@@H](C)CO)C(=O)c2cc(C3=CCCC3)cnc2O[C@@H]1CN(C)C(=O)c1ccccc1 | 0.6 | -47 | 47 | 7 |
| 12 | CCCNC(=O)Nc1ccc2c(c1)C(=O)N(C)C[C@@H](OC)[C@H](C)CN(C(=O)C1CCC1)[C@H](C)CO2 | -1.3 | . | 33 | . |
| 13 | CCC(=O)N(C)C[C@@H]1Oc2cc(C3=CCCCC3)ccc2S(=O)(=O)N([C@@H](C)CO)C[C@H]1C | 0.6 | -26 | 35 | . |

Additional records:
[41] COCC(=O)Nc1ccc2c(c1)OC[C@@H](C)N(CCc1ccccc1)C[C@@H](C)[C@@H](OC)CN(C)C2=O
[42] Cc1noc(C)c1S(=O)(=O)Nc1ccc2c(c1)CC(=O)N([C@H](C)CO)C[C@@H](C)[C@@H](CN(C)CC1CCCCC1)O2
[43] C[C@H](CO)N1C[C@H](C)[C@@H](CN(C)C(=O)C2CCC2)Oc2ncc(-c3cccnc3)cc2C1=O
[44] COCC(=O)Nc1ccc2c(c1)[C@@H]1C[C@H](CC(=O)N3CCCCC3)O[C@@H](CO)[C@@H]1O2
[45] N#C[C@@H]1[C@H](c2ccc(C3=CCCCC3)cc2)[C@H](CO)N1C(=O)c1ccccn1
[46] O=C(C[C@@H]1CC[C@H](NS(=O)(=O)c2ccccc2)[C@H](CO)O1)NCCN1CCCCC1
[47] C[C@H]1CN([C@@H](C)CO)C(=O)c2ccccc2-c2ccccc2CO[C@@H]1CN(C)C(=O)[C@H](Cc1ccccc1)N(C)C
[48] Cc1ccc(-c2ccc3c(c2)O[C@H](CN(C)Cc2cccnc2)[C@@H](C)CN([C@H](C)CO)S3(=O)=O)cc1

screen / no.,41,42,43,44,45,46,47,48
KDM4C inh,1.4,0.6,2.5,-0.1,4.4,2.2,2.8,0.3
Pf Dd2 inh,-6,2,46,-7,-15,16,-14,?
Tcruzi prolif,45,54,5,29,101*,35,-17,119*
C diff growth,.,-6,0,1,7,0,4,3

[49] C[C@@H]1CN([C@H](C)CO)C(=O)CCCn2cc(nn2)CO[C@H]1CN(C)C(=O)CCCN(C)C
[50] C[C@@H]1CN([C@H](C)CO)C(=O)Cc2cc(NC(=O)CCCCCC(=O)Nc3ccccc3N)ccc2O[C@@H]1CN(C)Cc1ccccc1
[51] CCN1[C@@H]2Cn3c(ccc(C4=CCCCC4)c3=O)[C@H]1[C@@H](C(=O)NCCc1ccncc1)[C@@H]2CO
[52] O=C(C[C@@H]1C[C@@H]2c3cc(NS(=O)(=O)c4ccc(F)cc4)ccc3O[C@@H]2[C@H](CO)O1)NCc1cc(F)ccc1F
[53] CO[C@H]1CN(C)C(=O)c2cc(NC(=O)c3cnccn3)ccc2OC[C@@H](C)N(C)C[C@@H]1C
[54] C[C@H]1CN([C@@H](C)CO)C(=O)CCCn2nncc2CO[C@@H]1CN(C)S(=O)(=O)c1ccc2ccccc2c1
[55] C[C@H](CO)N1C[C@H](C)[C@H](CN(C)S(C)(=O)=O)Oc2c(NC(=O)CCCCCC(=O)Nc3ccccc3N)cccc2C1=O
[56] C[C@H]1CN([C@@H](C)CO)C(=O)c2cc(NC(=O)Nc3ccc4c(c3)OCO4)ccc2O[C@@H]1CN(C)S(=O)(=O)c1cccs1

screen / no.,49,50,51,52,53,54,55,56
KDM4C inh,0.9,2.0,1.3,-3.9,-1.1,0.0,1.5,-0.3
Pf Dd2 inh,2,-70,0,-24,5,-7,28,-11
Tcruzi prolif,23,25,99*,32,30,3,.,18
C diff growth,.,-4,1,-12,.,0,15,-7

[57] CCCNC(=O)C[C@H]1CC[C@@H]2[C@H](COc3ccc(NC(=O)c4cccs4)cc3C(=O)N2C)O1
[58] COc1cccc(CN(C)C[C@@H]2OCc3ccccc3-c3c(n(C)c4ccccc34)C(=O)N([C@@H](C)CO)C[C@H]2C)c1
[59] CNC(=O)C[C@H]1CC[C@@H]2[C@H](COC[C@H](O)CN2Cc2ccc(Cl)c(Cl)c2)O1
[60] C[C@H](CO)N1C[C@H](C)[C@@H](CN(C)CC2CC2)OCCCC[C@H](C)Oc2ccc(NS(C)(=O)=O)cc2C1=O
[61] COc1ccc2c3c(n(C)c2c1)[C@@H](CO)N(C(=O)C1CCCC1)CC31CN(C(=O)Nc2cccc(F)c2)C1
[62] CC(=O)NC[C@@H]1[C@@H](c2ccccc2)[C@@H](CO)N1C(=O)Cc1ccncc1
[63] C[C@H](CO)N1C[C@H](C)[C@H](CN(C)Cc2ccccc2)Oc2cc(Br)ccc2S1(=O)=O
[64] Cc1noc(C)c1NC(=O)N[C@@H]1CC[C@@H](CC(=O)Nc2ccccc2)O[C@H]1CO

screen / no.,57,58,59,60,61,62,63,64
KDM4C inh,0.4,.,-4.3,0.3,-2.1,0.5,1.0,-2.1
Pf Dd2 inh,9,-69,24,54,-88*,9,-34,.
Tcruzi prolif,-16,.,61,31,.,67,89,.
C diff growth,1,62,-3&-7,-8,9,-6,6,-1
